# BioA inh: M. tuberculosis BioA enzyme inhibitors, primary screen, biochemical, plate reader, single point, HTS; hit rate 0.096% among 360,000; inhibition, % at 9.99 µM; purified M. tuberculosis BioA enzyme; in the data active = inhibition above about 40%; inconclusive = no clear call, values can overlap the other calls
# PrPC surface inh: inhibitors of human cell surface prion protein PrPC, primary screen, cell-based, TR-FRET; Major prion protein (Homo sapiens), P04156; hit rate 0.43% among 370,000; inhibition, % at 13.8 µM; TR-FRET read-out; in the data active = inhibition above about 24%; also: 0% = median of the test wells and 100% = reference compound wells
# Mtb FBA inh: Mtb FBA enzyme inhibitors, primary screen, biochemical, fluorescence, strain H37Rv; purified M. tuberculosis FBA, fluorescence read-out; inhibition, % at 1 µM; hit rate 2.3% among 360,000; AID 588726, 2011; in the data active = inhibition above about 27%;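 also: 0% = vehicle and 100% = reference inhibitor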
# Target sequence (P9WQA3 whole entry, looked up): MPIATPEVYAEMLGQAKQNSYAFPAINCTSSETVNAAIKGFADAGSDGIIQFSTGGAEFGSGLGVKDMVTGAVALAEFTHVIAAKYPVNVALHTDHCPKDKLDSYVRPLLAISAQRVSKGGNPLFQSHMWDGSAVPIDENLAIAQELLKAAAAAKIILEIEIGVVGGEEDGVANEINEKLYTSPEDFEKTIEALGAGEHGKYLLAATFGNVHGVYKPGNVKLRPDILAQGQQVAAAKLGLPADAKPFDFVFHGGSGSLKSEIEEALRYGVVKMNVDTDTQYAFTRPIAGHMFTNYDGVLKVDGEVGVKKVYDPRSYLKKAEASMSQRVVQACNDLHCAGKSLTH
# Rv3671c inh: Rv3671c serine protease inhibitors, primary screen, biochemical, fluorescence polarization, M. tuberculosis H37Rv; P9WHR9; inhibition, % at 5.96 µM; hit rate 0.048% among 320,000; AID 2606, 2010; in the data active = inhibition above about 38%;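 also: extracellular domain of Rv3671c used as enzyme; 0% = enzyme with DMSO and 100% = no enzyme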
# Target sequence (P9WHR9 whole entry, looked up, the tested form may be a part): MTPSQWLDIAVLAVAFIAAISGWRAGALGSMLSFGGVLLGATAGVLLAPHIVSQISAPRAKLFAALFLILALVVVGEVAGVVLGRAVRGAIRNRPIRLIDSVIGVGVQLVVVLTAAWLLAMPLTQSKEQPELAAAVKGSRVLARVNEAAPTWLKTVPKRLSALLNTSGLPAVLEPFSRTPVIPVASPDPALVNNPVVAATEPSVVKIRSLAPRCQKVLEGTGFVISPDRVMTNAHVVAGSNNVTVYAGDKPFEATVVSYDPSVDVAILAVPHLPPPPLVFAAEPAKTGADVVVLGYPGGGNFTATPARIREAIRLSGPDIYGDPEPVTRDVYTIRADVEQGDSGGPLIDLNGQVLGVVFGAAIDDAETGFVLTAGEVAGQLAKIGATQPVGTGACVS
# UGM FP inh: M. tuberculosis UGM enzyme inhibitors, primary screen, biochemical, fluorescence polarization, single point | inhibition, % at 10 µM | hit rate 0.06% among 320,000 | purified UGM, fluorescence polarization probe displacement; in the data active = inhibition above about 10%, passing the limit was not always enough; inconclusive = no clear call, values can overlap the other calls
# BoNT F protease: BoNT/F light chain protease inhibitors, primary screen, biochemical, flow cytometry, MLPCN library; AID 588497, 2011; Multiplex microsphere protease cleavage assay; hit rate 0.22% among 360,000; inhibition, % at 10 µM; in the data active = inhibition above about 35%, passing the limit was not always enough; inconclusive = no clear call, values can overlap the other calls; also: plate controls were buffer without enzyme for full effect and enzyme alone for no effect
# FadD28 binding: inhibitors of FadD28 bisubstrate probe binding, primary screen, biochemical, fluorescence polarization, single point | AID 588549, 2011 | inhibition, % at 12.5 µM | hit rate 0.22% among 360,000 | Mycobacterium tuberculosis FadD28 fatty-acid-AMP ligase; in the data active = inhibition above about 8.5%, passing the limit was not always enough; inconclusive = no clear call, values can overlap the other calls
# MazEF act: activators of E. coli MazEF toxin-antitoxin RNase, primary screen, biochemical, fluorescence, uHTS; hit rate 0.32% among 350,000; AID 504720, 2011; activation, % at 20 µM; Endoribonuclease toxin MazF (Escherichia coli (strain K12)), P0AE70; FAM/BHQ RNA-DNA oligo cleavage fluorescence, 5 h; in the data active = activation above about 50%
# Target sequence (P0AE70 whole entry, looked up): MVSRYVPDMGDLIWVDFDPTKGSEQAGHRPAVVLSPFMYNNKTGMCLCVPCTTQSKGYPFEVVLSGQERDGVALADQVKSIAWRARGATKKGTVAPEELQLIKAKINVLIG
# GDH-TPI counter: GDH-TPI coupling enzyme inhibitors, primary screen, artefact control for M. tuberculosis FBA inhibitor project, biochemical, absorbance, full deck | GDH-TPI coupled enzyme counterscreen, NADH absorbance | inhibition, % at 4.8 µM | hit rate 1.2% among 360,000; in the data active = inhibition above about 30%;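 also: 0% = DMSO wells and 100% = wells lacking the enzyme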
# Numbers without * were called inactive; u = inconclusive; x = not tested or not shown. Compounds were not picked by outcome; any-hit rate near 4.8%.
# A first look (2 entries):
SMILES	BioA inh	FadD28 binding	BoNT F protease	Mtb FBA inh	GDH-TPI counter	UGM FP inh	PrPC surface inh	Rv3671c inh	MazEF act
COc1ccccc1CNC(=O)c1ccc(-c2ccccc2Cl)o1	-2.4	-1.4	3	3	8	0.4	14	-35	-10
CCOc1ccccc1N(CC(=O)Nc1ccc(S(=O)(=O)N2CCOCC2)cc1)S(=O)(=O)c1ccc(Cl)cc1	x	-1.6	24	4	1	0.4	-1	-9	-1

# The list itself, previewed entries included:
SMILES	BioA inh	FadD28 binding	BoNT F protease	Mtb FBA inh	GDH-TPI counter	UGM FP inh	PrPC surface inh	Rv3671c inh	MazEF act
COc1ccccc1CNC(=O)c1ccc(-c2ccccc2Cl)o1	-2.4	-1.4	3	3	8	0.4	14	-35	-10
CCOc1ccccc1N(CC(=O)Nc1ccc(S(=O)(=O)N2CCOCC2)cc1)S(=O)(=O)c1ccc(Cl)cc1	x	-1.6	24	4	1	0.4	-1	-9	-1
CNc1cncc(-c2cc(OC)c(OC)c(OC)c2)n1	-1.5	0.9	2	96*	23	x	-14	x	x
CC(N)C(=O)c1ccco1 (stereo not given)	-2.1	-1.8	-2	1	1	0.7	4	-1	3
Cn1c(SCC(=O)N(Cc2ccccc2)C(C)(C)C)nc2ccccc21	0.2	-3.4	0	-3	-1	-0.1	x	0	-17
O=C(Cc1cccc2ccccc12)N/N=C/c1ccc(O)c([N+](=O)[O-])c1	x	5.9	19	-1	18	1.3	-12	5	7
CCCCN(C(=O)C(CCSC)N1C(=O)c2ccccc2C1=O)c1c(N)n(CCC)c(=O)[nH]c1=O (stereo not given)	0.3	-0.5	3	4	7	-3.4	6	7	2
COC(=O)[C@@H]1C[C@H]1[C@@H](NS(=O)(=O)c1ccccc1)c1ccccc1	-0.3	-1.8	0	0	7	0.2	5	-5	3
Cc1ccc(-n2cc[nH]c2=S)cc1C	x	1.2	-31	1	4	-0.4	3	7	6
O=C(Nc1cc2c(ccc3ccccc32)oc1=O)C1CCCCC1	-2.0	-2.8	3	8	5	-0.8	-11	3	-3
O=C1NCN(c2ccccc2)C12CCN(C(c1cccs1)c1nnnn1C1CCCC1)CC2 (stereo not given)	0.3	-1.4	-3	1	x	x	6	x	x
CC(=O)c1ccc(NC(=O)C(C)N(C)CC(=O)Nc2ccc(N3CCOCC3)cc2)cc1 (stereo not given)	-0.1	-1.9	-18	0	-1	3.7	-7	-4	6
COc1ccc2[nH]c3c(=O)n(N)c(=O)[nH]c3c2c1	x	-1.9	-26	107*	14	1.7	-10	x	-9
CCc1cccc(NC(=O)c2snc3c(=O)[nH]cnc23)c1	-0.1	-2.8	u	3	11	1.2	-5	-4	1
Cc1c(C(=O)NC2=NCCS2)cccc1[N+](=O)[O-]	1.0	-1.1	16	2	3	1.4	0	-2	4
O=C(Nc1nnc(SCc2ccc(F)cc2)s1)c1ccco1	-0.1	0.0	0	1	41*	0.2	6	-12	-3
COc1ccc(Cc2nnc(N)s2)cc1	0.0	-3.0	-4	-4	-12	-1.4	1	-11	3
CNCCOCC(O)CSc1ccccc1 (stereo not given)	-0.3	-2.7	-4	4	-2	-0.2	-1	2	-3
CCOc1ccc(OC(=O)c2ccc3c(=O)n4c(nc3c2)CCC4)cc1	-0.6	-3.9	1	2	-6	1.4	x	-14	5
Cc1cc(NC(=O)COc2cccnc2[N+](=O)[O-])no1	x	-3.3	0	4	1	-0.7	-22	-2	1
O=C(CCCC1=NS(=O)(=O)c2ccccc2N1)NCCc1ccc(Cl)cc1	2.0	-0.9	-7	0	4	0.4	-3	1	1
COc1ccc(N(CC(=O)Nc2ccccc2C)S(=O)(=O)c2ccccc2[N+](=O)[O-])c(OC)c1	x	0.7	-10	0	-2	0.9	-7	-14	34
C/C(=N/NC(=O)c1cc(C)[nH]n1)c1ccncc1	-0.6	0.8	-26	1	-3	7.8	4	-3	10
Cc1c(C(=O)N2CCN(S(=O)(=O)c3ccccc3F)CC2)oc2c(Cl)cccc12	0.1	-1.3	1	4	2	0.4	0	-11	2
COc1ccc(C(=O)Nc2cc([N+](=O)[O-])ccc2N2CCCC2)cc1	1.2	0.0	2	-12	6	0.8	-18	0	6
CC(=O)Nc1nc(NC(=O)C(Cl)(Cl)Cl)n(-c2ccccc2)n1	x	-1.2	u	-1	0	1.4	3	6	-1
CCCc1nnc(NC(=O)c2ccc(S(=O)(=O)N(C)c3ccccc3OC)cc2)s1	-1.9	-3.9	-13	-2	4	-4.2	-3	2	3
COC(=O)c1nc(NC(=O)c2ccccc2Cl)n[nH]1	-0.5	-1.7	1	-2	3	-6.1	-4	1	0
CS(=O)(=O)Nc1ccc(C(=O)N2CCN(c3ccccc3)CC2)cc1	-3.3	-0.9	5	0	1	-0.2	-7	10	8
CCNC(=O)C1CCCN(C(=O)c2cnc3ccccc3n2)CC1 (stereo not given)	4.5	-1.6	1	-3	2	x	-13	x	x
CC1(C)CC(=O)C2=C(C1)OC(N)=C(C#N)[C@@]21C(=O)N(CC(N)=O)c2ccccc21	-0.9	-2.1	-6	1	4	-0.2	-5	8	3
O=S(=O)(NCc1ccccc1)c1ccc(-n2cccn2)cc1	0.1	0.6	7	-1	2	-0.2	3	-10	-1
Cc1cc(C(=O)O)ccc1-c1ccc(CO)o1	-0.7	-1.1	-7	161*	6	1.1	-6	6	-7
COCCn1c(=S)[nH]c2cc(C(=O)NC3CCCCC3C)ccc2c1=O (stereo not given)	0.2	-4.4	2	-4	-3	x	-7	x	2
C=CCn1c(SCC(=O)Nc2nc3ccccc3s2)nc(O)c(CC)c1=O	-1.0	-3.9	-16	4	1	-1.9	8	-2	2
CN(CC(=O)NCC1CCCCC1)S(=O)(=O)c1ccc(F)cc1	-1.6	-0.7	11	0	0	-1.0	0	3	5
CC1CCCC(NC(=O)COC(=O)[C@@H](NC(=O)c2ccco2)C(C)C)C1C (stereo not given in full)	x	-1.8	-5	-5	-2	-3.0	5	-7	-3
CCN(CC)S(=O)(=O)c1cccc(C(=O)NC(C(=O)NNC(=O)c2ccccc2F)C(C)C)c1 (stereo not given)	0.9	-3.1	1	5	2	x	-1	x	6
CN1CCc2c(sc(N)c2C(N)=O)C1	-3.9	0.6	-5	17	2	6.5	-8	-8	-79
CCOC(=O)NC(=S)Nc1ccc(C(C)(C)C)cc1Br	x	-0.7	-8	0	5	3.4	-7	0	-6
Cc1ccc(N2C(=O)C(O)(C(F)(F)F)C3=C2CC(C)(C)CC3=O)cc1C (stereo not given)	1.6	0.7	-6	-1	20	1.0	x	-2	-3
CCN(CC)S(=O)(=O)c1csc(C(=O)Nc2ccccn2)c1	-1.0	-0.9	4	-2	6	-0.4	4	4	0
Cc1ccccc1OCCCN1C(=O)C(=O)c2cccc(C)c21	-1.6	1.4	1	3	3	4.5	5	-2	8
CC1(C)CC(=O)C2=C(C1)OC(N)=C(C#N)C21CCC2(CC1)OCCO2	-0.2	-3.5	-8	3	-7	-2.7	3	12	-11
CC(C)c1ccc(OCc2ccc(C(=O)N3CCCC3)o2)cc1	6.5	-0.6	-6	-1	4	-1.6	11	6	-33
CC(=O)OC1CSc2nc3ccccc3n2C1 (stereo not given)	0.4	1.2	-10	-1	5	1.5	-7	5	-7
Nc1nc(N)nc(-c2ccc(Oc3ccccc3)cc2)n1	0.1	-0.1	-8	3	6	-0.6	2	-8	14
Cc1ccc(NC(=O)CSCC(=O)NC2(C)CCS(=O)(=O)C2)cc1 (stereo not given)	1.4	-1.8	2	3	-15	-1.9	3	-1	1
COc1ccc(C(=O)C(C)OC(=O)CNC(=O)c2ccco2)cc1 (stereo not given)	-1.1	-3.2	10	0	7	1.0	3	3	6
CC(=O)Cn1nnc(-c2ccc(C(F)(F)F)cc2)n1	x	-2.9	u	1	-2	-1.5	-1	-13	-12
CCCCCn1c(=O)c(C(=O)NCc2ccco2)c(O)c2ccccc21	x	0.1	-1	3	3	0.5	-6	7	-2
O=C(CCc1ccccc1)NCCc1ccc(F)cc1	3.9	-0.2	26	3	-8	1.5	-1	5	10
CC(=O)c1cccc(CN(C)CC2CCCN(CCc3ccccc3C)C2)c1 (stereo not given)	0.1	-0.9	u	-2	8	4.5	-3	x	2
Cc1ccc(C)c(OCCn2cc(C(=O)O)c3ccccc32)c1	x	-11	1	4	5	1.6	-1	2	2
Cc1cccc(C)c1NC1=NC(=S)N(c2ccc(N(C)C)cc2)C1(C)C	-1.6	-0.6	4	0	14	-1.5	2	-1	4
CC(NC(=O)c1cccc(S(=O)(=O)N(C)C)c1)C1CC2CCC1C2 (stereo not given)	-0.2	-2.3	-6	5	4	0.0	10	-5	6
Cc1sc2nc(CSCC(=O)Nc3ccc(N4CCOCC4)cc3)[nH]c(=O)c2c1C	-0.7	-4.5	-5	5	6	0.9	-2	9	-1
Nc1[nH]nc2nc(NCc3ccccc3)c3c(c12)CCN(Cc1ccccc1)C3	-1.8	-0.8	-14	1	1	-1.6	-4	-2	9
FC(F)(F)c1nc(NCc2ccccc2)c2nnn(Cc3ccccc3)c2n1	0.8	-1.5	-14	1	2	0.2	-1	-10	10
Cc1ccc(S(=O)(=O)N2CCN(C(=O)c3ccc(Cl)nc3)CC2)cc1	x	-4.1	-3	-1	0	2.4	12	-7	6

# Next section
SMILES	BioA inh	FadD28 binding	BoNT F protease	Mtb FBA inh	GDH-TPI counter	UGM FP inh	PrPC surface inh	Rv3671c inh	MazEF act
COc1cc(-c2nnc(COC(=O)c3nn(CC(C)C)c(=O)c4ccccc34)o2)cc(OC)c1OC	-0.3	-0.9	-2	0	9	0.6	1	-1	6
c1cc2c(cc1C1CCCCC1)c1c3n2CCCNC3CCC1 (stereo not given)	x	-3.3	-14	-1	0	0.0	-10	0	19
Oc1ccc(Br)cc1C=Nc1ccc(Cl)cc1	x	-2.3	1	-1	-3	0.4	4	-2	3
COc1cc(C2N=C(c3ccccc3)NO2)cc(Br)c1O (stereo not given)	0.5	-0.7	-2	4	1	0.9	2	-4	1
CC[n+]1c(C)cc(C)n1-c1ccccc1	x	-2.1	2	7	5	-1.0	15	-3	-16
CC(=O)Nc1c(-c2ccc3ccccc3c2)nc2ccccn12	0.3	-1.9	20	59*	13	1.6	-1	-8	6
COc1ccc2nc(C)cc(SCC(=O)NNC(=O)COc3ccccc3)c2c1	x	-2.2	-2	-2	12	2.1	-6	-3	11
COc1cccc(-n2c(SCC(=O)Nc3nc4ccccc4s3)nc3ccccc3c2=O)c1	x	x	x	x	x	1.2	3	-90	-66
COC(=O)c1ccsc1NC(=O)c1ccccc1	-1.4	-4.2	-9	0	2	-0.8	2	-2	5
CN(C(=O)COC(=O)c1ccc2c(=O)n3c(nc2c1)CCC3)c1ccccc1	-0.5	-2.7	1	1	8	1.7	2	-5	-3
Cc1ccc(-c2csc(NC(=O)c3cccc(C)c3)c2C(=O)O)cc1	-2.7	0.8	16	7	6	4.2	36*	-5	1

# Single records (already shown).
# Oc1ccc(Br)cc1C=Nc1ccc(Cl)cc1 is listed with BioA inh: x; FadD28 binding: -2.3; BoNT F protease: 1; Mtb FBA inh: -1; GDH-TPI counter: -3; UGM FP inh: 0.4; PrPC surface inh: 4; Rv3671c inh: -2; MazEF act: 3
# CN(C(=O)COC(=O)c1ccc2c(=O)n3c(nc2c1)CCC3)c1ccccc1 is listed with BioA inh: -0.5; FadD28 binding: -2.7; BoNT F protease: 1; Mtb FBA inh: 1; GDH-TPI counter: 8; UGM FP inh: 1.7; PrPC surface inh: 2; Rv3671c inh: -5; MazEF act: -3

# Screening data deposited in PubChem by several laboratories.
